IMP-1 inh: IMP-1 metallo-beta-lactamase inhibitors, primary screen, biochemical, epi-absorbance readout, Pseudomonas aeruginosa enzyme; metallo-beta-lactamase IMP-1 (Pseudomonas aeruginosa); purified IMP-1, nitrocefin hydrolysis, epi-absorbance fluorescence; 290,000 compounds, 0.45% hits; inhibition, % at 5.6 µM; AID 1556, 2009;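 active = inhibition above the mean plus 3 SD of all compounds in the same screening run, cut at about 4.5% in these data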;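 note: 0% = IMP-1 with DMSO and 100% = DMSO wells lacking enzyme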
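Material – recombinant IMP-1 enzyme, purified · Amount – IMP-1 0.2 nM before substrate addition · Medium – HEPES buffer pH 7.1 with ZnSO4 and Brij 35 · Timing – 25 °C, 15 min preincubation, 25 min reaction · Measured by – plate fluorescence quenching by hydrolysis product, ex 480/em 530 nm · Read-out – percent enzyme inhibition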
M18AAP inhibitor: PfM18AAP inhibitors, malaria aminopeptidase, primary screen, biochemical, QFRET, recombinant enzyme | H-Glu-NHMec fluorogenic cleavage | inhibition, % at 7.35 µM | 290,000 compounds, 1.2% hits | AID 1822, 2009;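 active = inhibition above the campaign mean inhibition over all tested compounds plus 3 SD, cut at about 28% in these data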;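 note: 0% = plate median of test compound wells and 100% = 2 mM ZnCl2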
MEKK2wt PB1 HTS: modulators of MEK5 binding to wildtype MEKK2, primary screen, biochemical, multiplex bead flow cytometry, Alexa488-MEK5; 290,000 compounds, 1.1% hits; Mitogen-activated protein kinase kinase kinase 2 (Homo sapiens), Q9Y2U5; Alexa488-MEK5 binding to MEKK2 WT; actives lie on both sides; binding response (% of control), % at 10 µM; in the data active = binding response below about 67% or above about 130%
NALP1 yeast inh: NALP1 inflammasome inhibitors in reconstituted yeast, colorimetric, S. cerevisiae, triplicate retest. S. cerevisiae NALP1/ASC/caspase-1 growth, X-gal OD620, 72 h. inhibition, % at 10 µM. 280,000 compounds, 0.61% hits; in the data active = inhibition mostly above about 24%, no sharp cut-off; inactive = mostly below about 32%; note: some compounds called inactive have numbers as strong as hits
SUMO HTRF inh: inhibitors of in vitro SUMOylation cascade, primary screen, biochemical, HTRF, uHTS; AID 2006, 2009; SUMO-conjugating enzyme UBC9 (Homo sapiens), P63279; HTRF SUMOylation assay, SAE1/SAE2 + UBC9; inhibition, % at 35 µM; 290,000 compounds, 0.36% hits; in the data active = inhibition above about 50%, passing the limit was not always enough; note: strong numbers were not always called active
Target sequence (P63279 whole entry, looked up): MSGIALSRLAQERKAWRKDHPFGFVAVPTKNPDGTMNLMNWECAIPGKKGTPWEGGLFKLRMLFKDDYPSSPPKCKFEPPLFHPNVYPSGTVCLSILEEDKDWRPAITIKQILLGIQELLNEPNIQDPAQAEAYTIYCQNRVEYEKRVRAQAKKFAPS
VIM-2 inh: VIM-2 metallo-beta-lactamase inhibitors, primary screen, biochemical, epi-absorbance readout, Pseudomonas aeruginosa enzyme. purified VIM-2, nitrocefin hydrolysis, epi-absorbance fluorescence. inhibition, % at 5.6 µM. 290,000 compounds, 0.89% hits;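 active = inhibition above the mean of all tested compounds plus 3 SD, cutoff set per screening run, cut at about 7.5% in these data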;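 note: red hydrolysis product quenches plate fluorescence so inhibitors raise well fluorescence; 0% = enzyme with DMSO and 100% = DMSO without enzyme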
NS3 helicase inh: inhibitors of HCV NS3 helicase, primary screen, biochemical, Cy5 molecular beacon fluorescence. inhibition, % at 10.9 µM. 290,000 compounds, 0.56% hits. NS3 helicase DNA unwinding. AID 1800, 2009. Hepatitis C virus NS3 helicase;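 active = inhibition above the mean of all tested compounds plus 3 SD, set per campaign, cut at about 35% in these data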;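 note: 0% = DMSO wells and 100% = thioflavine S control wells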
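Compound dosing – single dose, 10.9 µM nominal final, DMSO 0.8% final · System – NS3 helicase fragment of HCV · Buffer or medium – MOPS pH 6.5, MgCl2, DTT, Tween20, BSA · Signal – Cy5 beacon fluorescence read at start and 1 h · Also added – annealed dual-labelled DNA beacon duplex, ATP-started · Schedule – 1 h at 25 °C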
MEKK2mut PB1 HTS: MEK5 binding signal on mutant MEKK2 PB1, primary screen, biochemical, multiplex bead flow cytometry, Alexa488-MEK5. Alexa488-MEK5 binding to MEKK2 mutant. percent response, % at 10 µM. 290,000 compounds, 0.35% hits. AID 1530, 2009; in the data active = percent response above about 24%, passing the limit was not always enough; note: inactives centre near 1; some results filed as inactive read as strong as hits
FID counter: compounds displacing fluorescent DNA intercalator, primary screen, artefact control for HCV NS3 helicase inhibitor project, biochemical, FID fluorescence; 290,000 compounds, 0.17% hits; inhibition, % at 7.9 µM; DNA fluorescent intercalator displacement; AID 1845, 2009; in the data active = inhibition above about 37%;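 note: 0% = vehicle and 100% = reference compound; higher means more ethidium bromide displaced from hairpin DNA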
Starred values were filed as active, the others as inactive; x = no result given.

canonical_smiles	IMP-1 inh	M18AAP inhibitor	MEKK2wt PB1 HTS	NALP1 yeast inh	SUMO HTRF inh	VIM-2 inh	NS3 helicase inh	MEKK2mut PB1 HTS	FID counter
CCCCNC(=O)CCC(=O)N1CCN(C(c2ccccc2)c2ccccc2)CC1	-3.0	5	100	0	-15	-2.5	-6	-3	-41
c1coc(-c2nc3c([nH]2)CCc2nonc2-3)c1	0.1	5	98	5	12	-2.1	3	-1	0
CCN1C(=O)c2cccc3c(S(=O)(=O)NCc4ccco4)ccc1c23	-0.1	13	97	-31	34	3.1	2	-5	3
O=S(=O)(NC1=NCCCCC1)c1ccc(Cl)cc1	-4.8	-2	96	-23	6	-1.0	4	-5	-3
Clc1ccc(CNC23CN4CN(CN(C4)C2)C3)c(Cl)c1	-1.0	2	98	22	15	-2.0	9	-1	-2
CC(=O)c1c(COC(=O)c2ccccc2)nc2ccccc2[n+]1[O-]	-0.1	-5	89	9	-2	-4.2	6	0	0
CN(C)Cc1cc(C(C)(C)c2cc(CN(C)C)c(O)c(CN(C)C)c2)cc(CN(C)C)c1O	-4.3	7	128	5	8	-1.6	-1	26	38*
CCn1cc(C(=O)NC2CCCCC2)c(=O)c2cc(S(=O)(=O)N(C)C)ccc21	-1.7	0	91	14	-4	-0.4	-5	-10	4
CCCC12CN3CCN(CC(C3)/C1=N\NC(=O)c1ccccc1Cl)C2	-2.1	2	98	41	13	-4.3	2	-5	-2
O=C(Nc1cc(Cl)cc(Cl)c1)N1CCN(C(=O)C2CCCO2)CC1 (stereo not drawn)	2.5	-12	98	28	7	1.1	10	-5	-26
COc1ccc(CCNC(=O)CCC(=O)N2CC(C)Oc3ccccc32)cc1OC (stereo not drawn)	-3.1	3	98	2	2	-0.6	2	2	-38
COc1ccccc1N1CCN(C(=O)CSc2nc(C)cc(=O)[nH]2)CC1	-5.3	12	103	22	7	-2.2	-6	2	-2
CSCCC(NS(=O)(=O)c1ccc2c(c1)c(=O)n(C)c(=O)n2C)C(=O)NC1CCN(Cc2ccccc2)CC1 (stereo not drawn)	-2.2	3	108	5	6	-1.3	1	6	11
Cc1cc(C)cc(NC(=O)C(=O)NCCCN2CCOCC2)c1	-2.2	3	103	10	14	-0.3	-1	12	2
COc1ccc(NC(=O)CN(Cc2ccccc2)S(C)(=O)=O)cc1OC	-2.7	1	98	25	16	-1.3	-7	-1	-2
CSCc1nnc(NC(=O)c2ccc(S(=O)(=O)N(CC(C)C)CC(C)C)cc2)o1	-2.1	-2	x	22	-2	-1.5	7	x	-25
CCc1ccccc1NS(=O)(=O)c1ccc2c(c1)NC(=O)CC(=O)N2	-4.0	2	97	41	8	-4.2	13	-2	-10
Cc1cccc(NC(=S)N(CCN(C)C)C(C)c2ccccn2)c1 (stereo not drawn)	2.1	-10	103	-10	16	-2.3	3	3	-1
CC(C)C(NC(=O)c1ccco1)C(=O)NC1CCCCCC1 (stereo not drawn)	-1.5	-2	92	5	-6	-4.4	-4	-7	-7
CCOC(=O)N1CCC(N2C(=O)c3ccccc3C2Nc2c(C)cccc2C)CC1 (stereo not drawn)	-1.0	-9	x	-12	3	0.6	-8	x	-23
CC1=C(C(=O)OCC2CCCO2)C(c2ccc(C)o2)C2=C(CC(c3ccc(N(C)C)cc3)CC2=O)N1 (stereo not drawn)	-6.9	11	100	36	11	-0.4	1	4	-32
CCN(CC)c1ccc(/C=N/n2c(=S)[nH]nc(C)c2=O)cc1	-5.5	35*	96	-5	12	-2.3	9	5	-4
Cc1cc(F)ccc1NC(=O)C1CCN(S(=O)(=O)c2ccc3c(c2)CCCC(=O)N3)CC1	0.6	-16	95	12	13	0.4	-4	-2	-20
COc1ccc(N2C(=O)CC(Sc3n[nH]c(-c4ccccc4)n3)C2=O)cc1 (stereo not drawn)	0.0	-20	71	4	2	-2.5	5	-8	-13
COc1cc2[nH]c(C(=O)N3CCN(C)CC3)cc2c(OC)c1OC	1.5	0	99	13	4	1.2	0	-2	-4
CCN1CCN(C(=O)/C=C/c2ccc(C)cc2)CC1	-1.4	-4	100	8	8	-0.8	-2	-3	-2
COc1cc2cc(C(=O)O)[nH]c2c(OC)c1OC	-2.6	10	100	7	35	-2.8	-1	3	0
C/C(CCC1CC(C)OC1=O)=N\NC(N)=S (stereo not drawn)	-2.1	12	89	3	-13	-3.2	-11	-30	13
CCc1nc(SC)[nH]c(=O)c1C	-3.2	7	105	-9	27	-2.2	9	8	4
CC1CC(OCC(O)CN2CCOCC2)CC(C)(C)C1 (stereo not drawn)	-1.6	-2	101	36	14	-2.6	4	2	-2
CC1CCCCN1S(=O)(=O)c1ccc([N+](=O)[O-])cc1 (stereo not drawn)	-0.1	-3	109	-10	3	0.5	3	4	-3
O=C(Nc1ccc2c(c1)OCO2)c1ccc(Cl)c(S(=O)(=O)N2CCOCC2)c1	-3.1	-13	110	3	2	-1.6	2	8	-6

Rewritten with values under each structure: 2 of the compounds above.
Results follow in this order: IMP-1 inh, M18AAP inhibitor, MEKK2wt PB1 HTS, NALP1 yeast inh, SUMO HTRF inh, VIM-2 inh, NS3 helicase inh, MEKK2mut PB1 HTS, FID counter
COc1cc2[nH]c(C(=O)N3CCN(C)CC3)cc2c(OC)c1OC
 : 1.5, 0, 99, 13, 4, 1.2, 0, -2, -4
CCN1CCN(C(=O)/C=C/c2ccc(C)cc2)CC1
 : -1.4, -4, 100, 8, 8, -0.8, -2, -3, -2

(listing goes on)
canonical_smiles	IMP-1 inh	M18AAP inhibitor	MEKK2wt PB1 HTS	NALP1 yeast inh	SUMO HTRF inh	VIM-2 inh	NS3 helicase inh	MEKK2mut PB1 HTS	FID counter
COCCn1nnnc1CN1CCC(C)CC1	-3.7	0	107	-11	12	-1.7	-5	5	3
C#CCNC(=O)C1=C[C@H](c2ccc(Br)cc2)C[C@H](OCc2ccc(CO)cc2)O1	-2.2	6	100	-5	-13	-1.4	-1	-2	-28
CC(/C=N/NC(=O)CN1CCN(Cc2ccc(Cl)cc2)CC1)=C\c1ccco1	-2.0	6	100	41	-1	-3.1	-8	2	-1
COc1ccccc1C1(O)CCN(C(=O)c2cccs2)CC1	-2.4	2	x	5	16	-3.8	-1	x	-10
COc1ccc(-c2nc(CCNC(=O)c3cccs3)cs2)cc1	-1.5	-5	105	45	1	-1.9	-7	8	-19
COc1cc(C(=O)N(Cc2cccc(Cl)c2)C2CCS(=O)(=O)C2)cc(OC)c1OC (stereo not drawn)	-0.8	-3	96	19	-6	-1.6	-5	0	-21
Cc1cccc(C)c1NCC(=O)N1CCN(Cc2ccccc2)CC1	-1.3	-4	107	20	-8	0.6	1	2	-10
CCN(CC)CCSc1nc(O)c(Cc2ccccc2)c(=O)n1-c1ccccc1	-4.4	-10	103	-1	0	-6.9	4	0	5
Cc1ccc(Cl)cc1N1CCN(S(=O)(=O)c2c(C)[nH]c(C)c2C(=O)N2CCCCC2)CC1	-2.5	1	99	1	-18	-5.0	-18	1	-58
Oc1ccccc1Oc1ncc(Br)c(Cl)n1	-0.2	15	103	18	1	2.4	14	1	-7
Cc1sc(NC(=O)C2CC(Cl)=CCC2C(=O)O)c(C#N)c1C (stereo not drawn)	-3.6	-1	96	8	5	-1.3	11	-1	-26
CC1CN(c2ccc([N+](=O)[O-])cc2C#N)CC(C)O1 (stereo not drawn)	-1.7	3	95	19	5	-3.3	2	-4	-3
COCCn1c(C23CC4CC(CC(C4)C2)C3)n[nH]c1=S	-3.1	22	100	2	32	-0.8	9	12	-18
COc1ccc(CNC(=O)CCN2C(=O)[C@@H]3Cc4ccccc4CN3C2=O)cc1	-2.5	-7	100	-3	4	-1.6	-3	3	-21
COC(c1ccccc1)c1nnc(CCC(=O)N2CCN(CCOc3ccccc3)CC2)o1 (stereo not drawn)	-2.3	5	99	-3	10	-1.9	-7	-3	-8
O=C(Nc1ccc(Br)cc1F)c1ccc2nsnc2c1	-1.0	3	104	0	16	-1.4	4	0	-7
COc1ccc(Nc2nnc(Cc3ccncc3)c3ccccc23)c(OC)c1	-1.0	9	104	-3	-13	0.7	5	2	-14
CCOC(=O)c1ccc(N2C(=O)CC(Sc3nc(C)cc(C)n3)C2=O)cc1 (stereo not drawn)	-2.1	-1	109	10	-6	-0.7	9	3	-32
Cc1oc(/N=C/c2ccccc2)c(C#N)c1C	-3.4	1	107	12	0	-3.1	1	9	-2
O=C1NCCCCC1NS(=O)(=O)c1ccc(Cl)cc1 (stereo not drawn)	-3.3	5	99	7	9	1.4	1	1	-2
O=C(NNc1ccccn1)C(=O)NNS(=O)(=O)c1ccc(F)cc1	-4.8	21	100	-17	-13	-4.2	-2	-2	20
Cc1noc(C)c1S(=O)(=O)NCCCN1CCN(Cc2ccccc2)CC1	-5.6	-9	x	22	8	-1.9	-2	x	4
O=c1[nH]c(SCc2ccccc2F)nc2ccccc12	-0.6	3	98	-12	3	-2.1	-14	-6	-5
CCCCNC(=O)CNC(=S)N(Cc1ccccc1F)C1CCCCC1	-1.9	-3	112	-6	7	0.0	-1	0	-36
C[C@H](NC(=O)c1cc2cc(Cl)ccc2n1C)C(=O)N[C@@H](C(=O)O)c1ccccc1	-2.9	-1	108	21	16	-0.7	14	6	-22
O=C(NCCCn1ccnc1)c1cc(C(=O)C2CCCCC2)c[nH]1	-3.2	-2	101	-26	7	-2.5	-7	1	2
Cc1ccc(-c2nc(NC(=O)c3nn(C)cc3[N+](=O)[O-])sc2C)cc1C	-1.0	5	x	0	20	-6.8	-4	x	-10
CCCCCn1c(N(C)Cc2ccccc2)nc2c1c(=O)[nH]c(=O)n2C	-1.6	1	96	x	-11	-2.7	-6	-8	-29
O=[N+]([O-])c1cc(Br)c2nsnc2c1N1CCOCC1	-3.9	-3	102	13	-7	0.4	5	0	3
O=C1c2ccccc2NC(c2ccccn2)N1c1ccc(Cl)cc1 (stereo not drawn)	-0.5	3	106	25	28	-0.5	-3	11	-4
CCCCNc1nc2ccccc2n1CC(=O)N1CCc2ccccc2C1	-4.9	-12	105	3	-5	0.9	-6	2	9
Cc1ccc(/C=N/NC(=O)C(NC(=O)c2ccccc2)c2n[nH]c(=O)c3ccccc23)cc1 (stereo not drawn)	-2.3	-8	98	17	21	-0.9	-17	0	-16
Cc1cc(NC(=O)Cn2nnc(-c3ccccc3NC(=O)c3ccccc3F)n2)no1	-4.4	-6	98	-4	3	-1.7	19	1	-13
